Source: PubChem (National Center for Advancing Translational Sciences (NCATS))
Tau FP inhib: inhibitors of human tau fibril formation; P10636; 280,000 tested, 0.39% active; Potency, µM (titrated, usually from 57.7 µM), for inactives: top-dose activity, negative = inhibition, most hits filed as inhibitors; K18 P301L tau heparin fibrillization, Alexa594 FP, 6 h; also: nearly all actives have a fitted effect of over 55% in size
Target sequence (P10636 561-689 P618L limits assumed): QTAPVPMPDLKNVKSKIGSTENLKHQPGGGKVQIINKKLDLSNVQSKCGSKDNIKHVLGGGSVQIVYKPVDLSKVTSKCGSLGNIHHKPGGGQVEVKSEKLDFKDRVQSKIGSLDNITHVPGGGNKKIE
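Steps: dispense K18 P301L tau (15 uM plus 0.24 uM Alexa 594 tracer, final) in pH 7 sodium acetate; add compound; add heparin (20 uM final); incubate 6 hr, 37 C; add ThT (30 uM final); after 1 hr ambient, read FP.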
L3MBTL1 inh: L3MBTL1 (human) inhibition; Q9Y468; AlphaScreen L3MBTL1–H3K9me1 peptide binding; Potency, µM (doses to about 57.1 µM), for inactives: at the highest dose activity, negative = inhibition, usual class: inhibitors; 230,000 tested, 0.66% active; AID 485360; also: nearly all actives have a fitted effect of over 60% in size
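L3MBTL1 (50 nM) pre-complexed 30 min with biotinylated H3(1-15)K9me1 peptide (75 nM), then compounds added for 30 min at room temperature; AlphaScreen streptavidin donor/nickel chelate acceptor beads (10 ug/mL final) read after 30 min dark incubation.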
RECQ1 helicase: blocks DNA unwinding by human RECQ1; P46063; RECQ1 DNA unwinding, red fluorescence kinetic read; Potency, µM (series often up to 57.3 µM), for inactives: top-dose activity, negative = inhibition, usual class: inhibitors; 240,000 tested, 0.54% active; AID 2549;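 also: plate controls were vehicle for no effect and no enzyme for full effect; nearly all actives have a fitted effect of over 30% in size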
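RECQ1T1 50 nM; forked duplex (20 bp + 30-nt ss tails) 200 nM, ATP 2 mM final; pH 8.0, 2 mM MgCl2, 2.5 ug/ml poly(dI-dC); 15 min compound preincubation; discontinuous kinetic read over 2 h at RT.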
Tau ThT inhib: tau fibrillization inhibition (ThT binding). P10636. recombinant tau K18 P301L (four-repeat tau fragment), heparin-induced fibrillization, ThT fluorescence. Potency, µM (series often up to 57.4 µM), for inactives: at the top dose activity, negative = inhibition, most hits filed as inhibitors. 270,000 tested, 2.1% active; also: nearly all actives have a fitted effect of over 55% in size
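Recombinant human tau K18 fragment […] carrying P301L, 15 uM unlabeled plus 0.24 uM Alexa 594-labeled, was fibrillized with 20 uM heparin in 100 mM sodium acetate pH 7 for 6 hr at 37 C; 30 uM ThT fluorescence read after 1 hr.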
JMJD2E inh: JMJD2E (human) inhibition; Potency, µM (titrated, usually from 57.1 µM), inactives show top-dose activity change, negative = inhibition, usual class: inhibitors; AID 2147; JMJD2E catalytic domain, FDH-coupled NADH fluorescence (FDH is formaldehyde dehydrogenase); 230,000 tested, 1.6% active; B2RXH2; active = well fitted inhibition curve with a large enough effect, not every such curve was filed as active; inconclusive = small, poorly fitted or top-dose-only effect, or another doubt; inactive = no such curve, though single readings can be large or run the other way;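 also: 0% = wells with enzyme and -100% = buffer wells without enzyme; nearly all actives have a fitted effect of over 50% in size; many of its hits are not listed in these tables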
Target sequence (B2RXH2 1-337 limits assumed): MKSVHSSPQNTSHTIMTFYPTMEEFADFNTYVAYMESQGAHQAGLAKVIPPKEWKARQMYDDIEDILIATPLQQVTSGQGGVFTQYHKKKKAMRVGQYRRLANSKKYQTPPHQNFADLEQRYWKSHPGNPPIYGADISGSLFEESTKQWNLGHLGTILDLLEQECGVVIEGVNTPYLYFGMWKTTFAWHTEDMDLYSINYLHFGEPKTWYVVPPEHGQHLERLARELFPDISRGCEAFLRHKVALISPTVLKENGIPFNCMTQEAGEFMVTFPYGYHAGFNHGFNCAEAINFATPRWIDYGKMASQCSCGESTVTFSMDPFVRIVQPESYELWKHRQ
TRb SRC2 PPI: TRbeta-SRC2 interaction inhibition; TRbeta-SRC2 peptide binding, fluorescence polarization; receptor liganded with 1 µM T3; P10828; 280,000 tested, 0.065% active; Potency, µM (series often up to 106 µM), for the others: top-dose activity change, negative = inhibition, usual class: inhibitors; AID 1469;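 also: plate controls were bound peptide for no effect and peptide without receptor for full effect; nearly all actives have a fitted effect of over 50% in size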
Target sequence (P10828 whole entry, looked up): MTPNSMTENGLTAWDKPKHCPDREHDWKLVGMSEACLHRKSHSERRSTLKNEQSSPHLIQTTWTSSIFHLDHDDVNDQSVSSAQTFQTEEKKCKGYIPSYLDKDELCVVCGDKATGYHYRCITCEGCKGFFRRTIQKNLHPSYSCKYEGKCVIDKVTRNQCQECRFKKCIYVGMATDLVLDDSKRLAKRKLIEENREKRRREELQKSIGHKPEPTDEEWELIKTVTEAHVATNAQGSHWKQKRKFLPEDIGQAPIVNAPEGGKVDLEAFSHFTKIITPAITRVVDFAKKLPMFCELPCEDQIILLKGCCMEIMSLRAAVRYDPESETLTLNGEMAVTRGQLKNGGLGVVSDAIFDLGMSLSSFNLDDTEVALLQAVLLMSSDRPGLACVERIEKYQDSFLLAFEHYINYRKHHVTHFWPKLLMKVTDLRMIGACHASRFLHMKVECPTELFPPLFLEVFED
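Fluorescence polarization of 20 nM Texas Red SRC2 peptide (20-aa NR interaction domain) bound to 0.6 uM human TRb ligand-binding domain, with 1 uM T3, after 5 hr at ambient temperature; inhibition seen as decreased polarization.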
RGS12 GoLoco inh: blocks human Gai1 binding to RGS12 GoLoco peptide, red readout; P63096; Gai1:RGS12 GoLoco peptide FP, rhodamine, 10 min; Potency, µM (highest dose often 61.6 µM), for the others: at the top dose activity, negative = inhibition, most hits filed as inhibitors; 230,000 tested, 0.44% active; active = well fitted inhibition curve with a large enough effect, not every such curve was filed as active; inactive = no such curve, though single readings can be large or run the other way; also: nearly all actives have a fitted effect of over 30% in size; many of its hits are not listed in these tables
TR SRC2 fluor cs: alters Texas Red total fluorescence, flagging assay interference | TRb/SRC2 Texas Red total fluorescence interference | Potency, µM (series often up to 106 µM), for the others: at the highest dose fluorescence change, negative = quenching | 280,000 tested, 0.29% active; active = well fitted curve in either direction with a large enough effect; inconclusive = small, poorly fitted or top-dose-only effect
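Flags fluorescent or light-absorbing compounds by total fluorescence, S + 2P, at 555 nm excitation and 632 nm emission. Mixture: 20 nM Texas Red SRC2 peptide, 0.6 uM human TRb LBD, 1 uM T3, 5% DMSO; compound exposure 5 h at ambient temperature.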
Starred values were filed as active, the others as inactive; i = inactive; ? = inconclusive; / = not tested or not shown; [ ] = another dose, or the depositor's remark. Unless noted, calls follow the shape of the dose curve; as a rule, active = well fitted curve in the direction sought with a large enough effect; inconclusive = small, poorly fitted or top-dose-only effect, or another doubt; inactive = no such curve, though single readings can be large; an effect the other way counts as inactive or inconclusive. Unless noted, % is scaled to controls: 0 for no effect and ±100 for the full control effect; potency is read from the fitted curve at half-maximal effect. The list is partial; rates above refer to the full screens.

#	SMILES	Tau FP inhib	L3MBTL1 inh	RECQ1 helicase	Tau ThT inhib	JMJD2E inh	TRb SRC2 PPI	RGS12 GoLoco inh	TR SRC2 fluor cs
1	CCC(C)Nc1nc(N)c([N+](=O)[O-])c(Nc2ccccc2OC)n1 (stereo unspecified)	?	-1.6%	-4.3%	?	-3.4%	0.2%	-61.5%	-6.0%
2	Cc1cccc2sc(N(CCN(C)C)C(=O)c3cc(Cl)sc3Cl)nc12	-3.3%	-9.4%	-2.4%	?	-1.5%	-17.1%	4.5%	2.7%
3	NC(=O)C1=CN(Cc2ccc(Cl)cc2)CCC1C(F)(F)F (stereo unspecified)	-3.5%	-3.0%	-0.9%	-5.3%	5.1%	-7.0%	6.4%	-1.4%
4	O=C1[C@@H]2CSC(c3ccc(C(F)(F)F)cc3)N2C(=O)N1c1ccccc1 (stereo partly specified)	-2.1%	/	/	0.1%	/	-2.1%	/	-0.1%
5	CC(Sc1nncn1C)C(=O)Nc1nnc(C(C)C)s1 (stereo unspecified)	-2.5%	3.4%	i	-3.1%	1.3%	2.0%	2.7%	-4.6%
6	CCCCN(C(=O)CNC(=O)c1ccco1)C(C(=O)NC1CCCC1)c1ccc(OC)cc1 (stereo unspecified)	10.7%	/	13.5%	-9.7%	6.7%	2.9%	2.7%	0.9%
7	O=C1N(Cc2cccc(Cl)c2)C[C@@H]2C[C@@H](c3c[nH]c4ccccc34)N3CCC[C@@]123	-4.5%	-18.1%	-23.4%	?	?	24.9%	196.0%[activator]	?
8	CCOP(=O)(OCC)/C(C#N)=C(\O)c1ccc(OC)cc1	2.9%	/	-1.5%	-0.8%	3.8%	6.8%	0.1%	3.9%
9	COc1cc(C(=O)O)ccc1Cl	4.4%	/	-12.6%	/	2.7%	5.3%	-15.7%	0.7%
10	O=c1oc2ccccc2c(O)c1/C=N/c1ncccn1	6.5%	-9.0%	16.0%	?	?	2.4%	69.5%[activator]	-3.6%
11	CC(C)(C)c1ccc(C(=O)CS(=O)(=O)c2ccccc2)cc1	-1.4%	9.5%	?	-4.2%	0.6%	-1.7%	-7.7%	0.9%
12	CN(c1ccccc1)c1nc2ccsc2c(=O)s1	-8.6%	5.6%[11.4 µM]	-19.7%	-4.2%	-19.4%	-1.6%	-0.5%	-4.3%
13	CC1CCCN(C(=O)c2ccc3c(=O)n(Cc4ccc5c(c4)OCO5)c(=S)[nH]c3c2)C1 (stereo unspecified)	-8.1%	4.9%	i	-10.4%	-0.9%	-4.6%	-8.1%	2.3%
14	COc1ccc(-n2c(SCC(=O)Nc3ncc(Cl)cc3Cl)nc3ccccc32)cc1	15.5%	-16.2%	-2.9%	-14.2%	2.5%	2.1%	69.8%[activator]	5.7%
15	CN(Cc1ccccc1)C1=CC(=[N+]2CCCC2)CC(C)(C)C1	-3.6%	/	i	-0.7%	?	-0.7%	-18.1%	0.5%

Overlap with the part before: three compounds; new compounds follow.
#	SMILES	Tau FP inhib	L3MBTL1 inh	RECQ1 helicase	Tau ThT inhib	JMJD2E inh	TRb SRC2 PPI	RGS12 GoLoco inh	TR SRC2 fluor cs
13	CC1CCCN(C(=O)c2ccc3c(=O)n(Cc4ccc5c(c4)OCO5)c(=S)[nH]c3c2)C1 (stereo unspecified)	-8.1%	4.9%	i	-10.4%	-0.9%	-4.6%	-8.1%	2.3%
14	COc1ccc(-n2c(SCC(=O)Nc3ncc(Cl)cc3Cl)nc3ccccc32)cc1	15.5%	-16.2%	-2.9%	-14.2%	2.5%	2.1%	69.8%[activator]	5.7%
15	CN(Cc1ccccc1)C1=CC(=[N+]2CCCC2)CC(C)(C)C1	-3.6%	/	i	-0.7%	?	-0.7%	-18.1%	0.5%
16	CCOC(=O)c1c(C)c(-c2ccccc2)n(CC(=O)NC(CC)Cc2ccccc2)c1C (stereo unspecified)	-5.4%	/	/	-2.3%	/	-6.6%	/	3.0%
17	COc1ccc(NC(=O)c2oc3ccc(S(=O)(=O)N4CCC5(CC4)OCCO5)cc3c2C)cc1Cl	?	/	/	4.4%	/	8.4%	/	-0.3%
18	CC(C)c1ccc(NC(=O)c2cn(C3CCCC3)c(=O)c3c2c2ccccc2n3C)cc1	-4.2%	/	/	-5.7%	/	3.7%	/	-1.1%
19	Cc1cc(C)cc(NC(=O)CSc2ccc(-c3ccco3)nn2)c1	-10.4%	-18.5%	-5.6%	?	-0.2%	1.1%	6.8%	-6.3%
20	COC(=O)Cc1ccc(NC(=S)NCCO)cc1	-4.9%	2.9%	-3.5%	6.4%	1.3%	4.5%	5.3%	-3.8%
21	COCCNc1nc(-c2ccccc2)nc2ccccc12	-5.5%[2.34 µM]	-0.4%	-1.1%	-3.1%	-9.1%	2.2%	6.4%	0.3%
22	CCOC(=O)C1C(c2ccccc2)C(C(=O)OCC)C1c1ccccc1 (stereo unspecified)	5.5%	-2.9%	-0.7%	-2.4%	14.0%	-2.7%	-8.4%	-2.5%
23	CNc1ncc(C(=O)C(C)(C)C)s1	2.5%	6.5%	0.6%	-5.9%	-0.5%	-3.9%	-0.4%	-3.0%
24	CC(C)(C)c1cc(C(=O)Nc2ccccc2)ccn1	3.1%	13.6%	8.5%	1.6%	0.6%	-4.2%	6.4%	-2.6%
25	CCn1ccc(C(=O)Nc2ccc(S(=O)(=O)Nc3ccccc3OC)cc2)n1	-13.5%	/	-5.9%	-11.2%	0.1%	0.0%	21.0%	-1.0%
26	CN(C(=O)C1CCOC1)c1nnc(-c2cccnc2)s1 (stereo unspecified)	-2.6%	0.2%[11.4 µM]	4.9%	-0.3%	-10.7%	4.1%	-1.7%	3.6%
27	CC(=O)c1ccc(NC(=O)c2ccc3c(Cl)c4c(nc3c2)CCCC4)cc1	9.4%	6.4%	-14.5%	?	-13.2%	-3.2%	-0.7%	-1.2%
28	CCOc1ccc(/C=C2\SC(=S)N(NS(=O)(=O)c3ccc(C)cc3)C2=O)cc1OC	-6.1%	-22.9%	-0.1%	?	-3.0%	-0.2%	7.4%	-6.2%
29	COCCNC(=O)c1ccccc1-c1nc(-c2ccccc2Cl)no1	-2.0%	/	-13.1%	-5.8%	-4.4%	3.8%	-8.7%	-0.4%
30	Cc1c(Cl)cccc1NC(=O)c1cc(-c2ccc3c(c2)OCO3)on1	7.6%	/	/	-7.4%	/	-5.5%	/	-5.9%
31	Cc1cc(N=NC(=O)c2ccccc2O)c2ccccc2c1O	?	/	-7.4%	14.1µM*	-7.2%	-4.6%	8.6%	-8.6%
32	CC(C)(C)NC(=O)COC(=O)c1ccc(NC(=O)CC#N)cc1	2.2%	/	-4.2%	-7.2%	5.5%	-5.9%	1.0%	1.2%
33	Cc1ccnc(NC(=O)Nc2ccc3c(c2)OCO3)c1	-4.4%	/	-4.8%	-16.0%	-4.5%	-0.3%	8.1%	-5.3%
34	COC(=O)C1C(=O)C2=C(CC1C)Nc1ccccc1NC2c1cccs1 (stereo unspecified)	10.6%	1.5%	4.3%	1.1%	-7.8%	5.4%	-4.8%	-0.5%
35	Cc1ccccc1CSc1nnc(C)c(=O)[nH]1	3.7%	3.3%	-6.8%	0.2%	-26.1%	-15.0%	7.2%	2.2%
36	Nc1ccccc1C(=O)NNC(=O)C(=O)/C=C(\O)c1ccccc1	0.0%	0.1%	-6.9%	?	?	-0.6%	2.6%	1.4%
37	C[C@H](O)Cn1cnc2c1c(=O)n(C)c(=O)n2C	/	/	i	/	0.1%[25.5 µM]	0.0%[53 µM]	2.8%[21.6 µM]	1.6%[53 µM]
38	COc1ccc(S(=O)(=O)n2nc(-c3ccco3)nc2NCc2ccc(OC)c(OC)c2)cc1	-4.9%	/	/	13.6%	/	1.9%	/	-2.7%
39	Cn1nnnc1SCC(=O)NNC(=O)c1ccc(Br)cc1	4.0%	1.8%	i	-2.9%	-1.8%	1.8%	13.4%	-5.5%
40	O=C(NCc1ccccc1)c1cc(=O)nc2sc(-c3ccccc3)nn12	-8.3%	-0.8%	-1.1%	-11.7%	-6.3%	5.2%	/	-4.0%
41	CCc1cc(-c2nc(N)ncc2-c2csc(C)n2)c(O)cc1OC	-0.7%	-3.6%	-1.5%	-11.5%	-0.9%	-6.1%	8.5%	-3.5%
42	Cc1ccc(NC(=O)c2ccccc2NS(=O)(=O)c2ccc(Cl)s2)cc1	9.1%	8.6%	39.8µM*	-15.3%	2.4%	9.8%[53 µM]	-7.4%	-3.6%[53 µM]
43	C=CCn1c(SCCC)nc2sc3c(c2c1=O)CCc1ccccc1-3	-14.6%	12.4%	-10.5%	?	-3.3%	7.5%	3.1%	-26.4%
44	CSc1n[nH]c(NCc2cccs2)n1	4.7%	-8.0%	-2.9%	1.0%	-1.7%	-2.8%	4.2%	-3.3%
45	O=C(C1CCC1)N1CCC(O)(c2cccc(F)c2)CC1	-2.8%	/	-10.2%	-4.2%	-5.7%	-0.2%	-11.5%	0.6%
46	CCOc1ccc(CCNC(=O)CN2C(=O)COc3ccc(S(=O)(=O)N4CCCC4)cc32)cc1	4.7%	/	/	0.2%	/	-2.1%	/	1.2%
47	Nc1c(C(=O)O)sc2nc(-c3ccc(F)cc3)cc(-c3ccccc3)c12	5.2%	/	-2.5%	/	-2.6%	3.6%	53.0%[activator]	-4.9%
48	CC(=O)c1ccc(N2CCN(C(=O)c3ccco3)CC2)c(F)c1	0.4%	?	18.9%	?	5.4%	-17.9%	8.0%	0.2%
49	CCN(CC)c1ccc(C=Nc2ccc(N(C)C)cc2)c(O)c1	?	/	0.5%	?	-0.8%	?	122.5%[activator]	18.5%
